AI-2 QS modul = modulates the Vibrio harveyi AI-2 quorum sensing system | hit rate 0.4% among 300,000 | activity change, % at 7.5 µM | Vibrio harveyi JMH597 AI-2 luminescence/OD600 ratio, 9 h; stronger effect = lower value; strain lacks LuxN and CqsS sensors; 0 = neutral-control median; in the data active = activity change below about -75%, passing the limit was not always enough; inconclusive = no clear call, values can overlap the other calls;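 note: luminescence divided by OD600 gain over 9 h not by final OD600 alone; inactives centre near 13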
SKKanGAS inh = SKKanGAS growth inhibition; hit rate 1.3% among 300,000; inhibition, % at 7.5 µM; S. pyogenes SKKanGAS, kanamycin growth, BacTiter-Glo, 6 h; AID 1662;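 active = mean replicate score, as percent of positive control median, at least 50; inconclusive = mean below 50 but one replicate at or above 50; inactive = mean and every replicate below 50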;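 note: strain carries kanamycin resistance gene driven by streptokinase promoter and grows in 40 µg/ml kanamycin; loss of luminescence reflects streptokinase promoter inhibition or plain growth inhibition; 0% = median of DMSO wells and 100% = positive control at its reference dose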
HSP90 refold inh = HSP90 refolding inhibition in rabbit reticulocyte lysate | inhibition, % at 5.6 µM | hit rate 0.91% among 290,000 | AID 1789 | luciferase refolding luminescence, 3 h;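 active = inhibition above the screen-wide mean plus 3 SD, computed separately per campaign, cut at about 16% in these data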;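 note: 0% = DMSO wells and 100% = 60 µM geldanamycin wells; inhibitors lower the luminescence because luciferase stays unfolded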
HIF activator = HIF pathway transcriptional activation; U2OS HRE-luciferase reporter, luminescence; normalized: DMSO 0%, desferrioxamine 100%; activation, % at 7.5 µM (by protocol); hit rate 0.32% among 300,000; AID 1910;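 active = mean activation of at least 10% of the iron chelator positive control signal, with at least half of replicates also reaching 10%; inconclusive = mean and replicate majority disagree about reaching 10%; inactive = mean and most replicates under 10%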
IEC-6 tox = IEC-6 cytotoxicity, counter-screen for KLF5 inhibitors. luminescence viability. inhibition, % at 5 µM. hit rate 0.78% among 290,000. AID 1825; in the data active = inhibition above about 22%;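 note: 0% = plate median of test compound wells and 100% = cytotoxic reference compound wells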
Platelet DG rel = modulates dense granule release in human platelets; human platelet-rich plasma, SFLLRN dense granule ATP release, luminescence; inhibition, %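 (compounds screened at 7.5 µM in platelet-rich plasma)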; hit rate 0.22% among 300,000; AID 1663;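 active = mean replicate score, as percent of positive control, at or above 50; inconclusive = mean below 50 but at least one replicate at or above 50; inactive = mean and every replicate below 50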
KLF5 inh = suppresses KLF5 promoter-driven expression. inhibition, % at 5 µM. DLD-1 KLF5 promoter-luciferase reporter, luminescence. hit rate 0.23% among 290,000. AID 1700;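 active = inhibition above a per-plate limit of that plate's mean compound inhibition plus 3 SD, cut at about 60% in these data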;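 note: 0% = DMSO wells and 100% = LY294002 at 200 µM; higher means less KLF5 promoter-driven luciferase light; inactives centre near -14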
HSF1 inh = HSF1 inhibition. NIH3T3-HGL HSE-luciferase, MG132-induced, luminescence 8 h; stronger effect = lower value. activity change, negative = inhibition, % at 7.5 µM (by protocol). hit rate 0.77% among 300,000. AID 2098;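 active = more than half of replicate wells show activity change below -50%, luminescence cut by over half; inconclusive = some wells, but at most half, below -50%; inactive = no replicate well below -50%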;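 note: luciferase reports HSF-1 transcriptional activity via heat shock element; 0% = median of DMSO wells and -100% = zero luminescence signal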
HSF1 activator = increases HSF-1 driven luciferase reporter signal; NIH3T3-HGL HSF-1 luciferase reporter, MG132, 8 h; 100% = twice DMSO control signal; activation, % at 9 µM; hit rate 1.7% among 300,000; AID 504408;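 active = mean replicate activation of at least 50% with a set share of replicates each reaching 50%; inconclusive = only one of those two conditions met; inactive = mean below 50% and too few replicates reaching it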;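 note: 0% = median of the neutral control wells and 100% = twice that signal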
aSyn 5UTR inh = MLPCN primary screen, SNCA 5' untranslated region; inhibition, % (tested at 7.5 µM); alpha-synuclein 5'UTR reporter, inhibitor activity; hit rate 0.82% among 300,000; AID 1813; in the data active = inhibition above about 60%; inconclusive = no clear call, values can overlap the other calls;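 note: H4 neuroglioblastoma cells stably carrying SNCA 5'UTR luciferase fusion; 0% = DMSO wells and 100% = positive control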
An asterisk follows results filed as active; ? = inconclusive; . = no result given. No enrichment for hits. Share with any hit: about 6%.

SMILES	AI-2 QS modul	SKKanGAS inh	HSP90 refold inh	HIF activator	IEC-6 tox	Platelet DG rel	KLF5 inh	HSF1 inh	HSF1 activator	aSyn 5UTR inh
O=C(CC1C(=O)NCCN1Cc1cccc(C(F)(F)F)c1)NC1CCOCC1 (stereo unspecified)	16	8	-9	0.1	-4	1	-35	2	-5	1
COc1ccc(NC(=O)C(=O)NNC(=O)COc2ccc(Cl)cc2)c(OC)c1	6	10	2	-0.6	0	-9	-25	-4	26	-9
CC1(C)N=C(N)N=C(N)N1c1ccccc1	24	105*	-1	-1.0	40*	-5	8	6	-3	99*
COCCNC(=O)CN(C(=O)CCC(=O)Nc1cc(C)on1)c1ccccc1C	18	5	2	-0.3	2	-2	-17	-3	0	6
Cc1c(-n2cc(C(=O)c3cc(Cl)ccc3O)cc(C#N)c2=O)c(=O)n(-c2ccccc2)n1C	25	2	3	-0.3	-6	-6	-4	-11	1	16
CCOC(=O)c1nn(-c2ccc(C)cc2)cc1C(=O)c1ccccc1	-60	-4	3	4.8	5	4	-190	39	59*	-120
Fc1cccc(NC(=S)NCC(c2cccnc2)N2CCOCC2)c1 (stereo unspecified)	13	5	3	0.3	-9	-5	2	2	3	-8
COc1ccc(OC)c(C2SCCN2S(=O)(=O)c2cccc(C(F)(F)F)c2)c1 (stereo unspecified)	24	3	4	-0.5	0	-5	-21	13	26	26
Cc1ccccc1C(=O)c1cn[nH]c1-c1ccccc1O	9	0	-1	-1.5	4	-6	-21	-10	-6	6
N=C1/C(=C/c2ccc(-c3cccc(C(=O)O)c3)o2)C(=O)N=C2SC=C(c3ccccc3)N12	33	79*	15	0.4	-19	11	-57	-8	-1	-7
Fc1ccc(CSc2nnc3ccccn23)c(Cl)c1	-4	-6	-1	2.5	6	7	-64	6	18	-92
CC(C)N(C(=O)Cn1cnc2cc([N+](=O)[O-])ccc2c1=O)C(C)C	12	-6	2	-0.5	-3	2	-5	-1	7	-2
CCC(NC(=O)c1ccccc1NC(=O)c1ccccc1)C(=O)NNC(=O)CSc1nc2ccccc2o1 (stereo unspecified)	15	3	2	-0.2	-9	18	-18	.	.	-14
O=c1[nH][nH]c(-c2ccccc2O)c1C(C[N+](=O)[O-])c1cccc(Cl)c1 (stereo unspecified)	21	46	-4	0.0	-12	0	-32	14	39	-2
COc1cccc(N2C(=O)C3CCCN3C2c2cccs2)c1 (stereo unspecified)	32	-3	3	-0.2	6	0	-14	-1	-7	-6

Part of the list above, with values under each structure.
Value order – AI-2 QS modul | SKKanGAS inh | HSP90 refold inh | HIF activator | IEC-6 tox | Platelet DG rel | KLF5 inh | HSF1 inh | HSF1 activator | aSyn 5UTR inh
> Cc1c(-n2cc(C(=O)c3cc(Cl)ccc3O)cc(C#N)c2=O)c(=O)n(-c2ccccc2)n1C
    25 | 2 | 3 | -0.3 | -6 | -6 | -4 | -11 | 1 | 16
> CCOC(=O)c1nn(-c2ccc(C)cc2)cc1C(=O)c1ccccc1
    -60 | -4 | 3 | 4.8 | 5 | 4 | -190 | 39 | 59* | -120
> Fc1cccc(NC(=S)NCC(c2cccnc2)N2CCOCC2)c1 (stereo unspecified)
    13 | 5 | 3 | 0.3 | -9 | -5 | 2 | 2 | 3 | -8
> COc1ccc(OC)c(C2SCCN2S(=O)(=O)c2cccc(C(F)(F)F)c2)c1 (stereo unspecified)
    24 | 3 | 4 | -0.5 | 0 | -5 | -21 | 13 | 26 | 26
> Cc1ccccc1C(=O)c1cn[nH]c1-c1ccccc1O
    9 | 0 | -1 | -1.5 | 4 | -6 | -21 | -10 | -6 | 6
> N=C1/C(=C/c2ccc(-c3cccc(C(=O)O)c3)o2)C(=O)N=C2SC=C(c3ccccc3)N12
    33 | 79* | 15 | 0.4 | -19 | 11 | -57 | -8 | -1 | -7

Following part:
SMILES	AI-2 QS modul	SKKanGAS inh	HSP90 refold inh	HIF activator	IEC-6 tox	Platelet DG rel	KLF5 inh	HSF1 inh	HSF1 activator	aSyn 5UTR inh
COC(=O)c1cc(OC)c(OC)cc1NC(=S)NC(=O)c1ccco1	18	-1	-3	0.3	4	4	-15	33	73*	20
CCOC(CNC(=O)C(=O)NCC(c1ccco1)N1CCN(c2ccc(OC)cc2)CC1)OCC (stereo unspecified)	28	4	-10	0.0	-4	-9	-23	-2	-6	10
CCOc1ccccc1NC(=O)NC1(C(=O)NCc2cccnc2)CCCCC1	13	4	-3	-0.4	8	15	-25	13	33	-10
CCN(CC)CCC#CC(O)(c1ccccc1)C1CCCCC1 (stereo unspecified)	8	-4	-6	-0.4	3	6	1	2	0	-16
CC(=O)Nc1ccc(NC(=O)c2ccccc2CCc2ccccc2)cc1	.	-5	6	-0.4	12	5	-6	0	16	28
COCCCNC(=O)c1ccc2c(c1)nc(C)n2-c1cccc(C)c1	-9	-7	-2	0.7	0	-3	-32	-3	-4	-1
CCN(CC)S(=O)(=O)c1cccc(NC(=O)CSc2nnc(N)s2)c1	15	-2	0	-0.3	-5	2	-16	1	7	2
CC12CCC(O)CC1=CCC1C2CCC2(C)C1CCC21CCC(=O)O1 (stereo unspecified)	32	16	5	0.2	-2	-1	-4	-2	-11	-5
CC(=O)Nc1ccc(NC(=O)C(C)OC(=O)c2cc(S(=O)(=O)N3CCOCC3)ccc2Cl)cc1 (stereo unspecified)	4	0	.	-0.4	.	1	.	2	-4	-9
O=[N+]([O-])c1cccc(-c2nc(-c3ccccc3)no2)c1	15	-1	1	1.2	-6	-1	-6	30	56*	-134
N#Cc1ccc(Cl)cc1NC(=O)CNCc1cccs1	-1	-7	1	-27	-5	-6	-32	25	65*	-24
CCCCn1nnc(NC(=O)c2ccc(-c3cccc(Cl)c3)o2)n1	19	-3	0	0.6	1	-1	-17	3	9	-47
CCc1nnc(NC(=O)CSCc2cc(=O)n3ccsc3n2)s1	21	3	-1	0.0	1	-4	-16	-3	-3	12
Cc1ccc(OCC(=O)NNC(=O)c2ccccc2OCc2c(C)noc2C)cc1	-2	-5	.	-0.7	.	1	.	-6	-2	7
COc1ccc(NC(=O)c2cc([N+](=O)[O-])ccc2O)cc1	26	74*	81*	-6.4	11	72*	84*	-73*	-69	85*
CC1(C)CC(=O)C=C(NCCN2CCNCC2)C1	6	2	0	-0.2	-4	1	-11	-1	-2	21
COc1ccc(-c2nnc(SCC(=O)N3CCCc4ccccc43)o2)cc1OC	41	-5	1	-0.3	-5	-6	-17	-2	-20	34
COc1ccc(S(=O)(=O)N2CCCOC2CNC(=O)C(=O)NCCc2ccco2)cc1 (stereo unspecified)	1	30	-2	-0.1	4	34	-16	-4	3	-11
COc1ccc(N(CC(=O)NC2CCCCC2)C(=O)CNC(=O)c2cccs2)cc1	12	-3	-3	0.2	-9	0	-23	-1	-10	5
CCC(CC)C(=O)c1c[nH]c(C(=O)NCc2ccncc2)c1	20	-6	2	1.0	3	-1	-13	-3	8	-6
CCOC(=O)c1cnn(-c2ncnc3sc(CC)cc23)c1N	?	5	3	0.0	1	35	5	22	33	-30
CCOC(CNc1ncnc2c1cnn2C)OCC	-20	1	-4	0.3	-8	19	-9	-2	-6	3
O=C(COc1ccccc1)N(Cc1ccco1)c1ccc(O)cc1	5	6	1	-0.1	4	10	-4	2	-2	9
C/C(=N\NC(=O)c1cc(C)[nH]n1)c1ccc(-c2ccccc2)cc1	22	-2	-5	2.2	4	18	-46	9	18	-78
COc1ccccc1CNC(=O)C1CCN(C(=O)N(C)C)CC1	-2	9	-2	0.3	4	3	-3	-1	1	-18
Cc1onc(-c2c(F)cccc2Cl)c1C(=O)Nc1nccs1	26	5	10	-0.1	2	-2	-7	1	13	-6
O=C(Nc1cccc(S(=O)(=O)C(F)F)c1)c1ccc(S(=O)(=O)N2CCOCC2)cc1	33	1	3	1.5	-2	0	-9	-6	4	18
C/C=C/C(=O)N1CC2(CC(c3cccc(NC(=O)CCCCC)c3)=NO2)C[C@H]1C(N)=O (stereo partly specified)	22	1	.	0.1	.	0	.	10	-8	27
O=C(CCc1ccccc1)NNC(=O)COc1ccc(Br)cc1	10	3	-3	-0.1	1	11	-28	-9	-12	-11
Clc1cc(Cl)cc(CSc2nnc(-c3sccc3-n3cccc3)o2)c1	23	-3	1	0.0	-4	3	0	14	35	3
CCn1c(SCC(=O)Nc2ccc(NC(C)=O)cc2)nc2c1c(=O)n(C)c(=O)n2C	10	-2	-3	0.3	5	2	-31	-1	-8	-23
COc1cccc(O)c1CN1CCCC(C(=O)c2cccc(C(F)(F)F)c2)C1 (stereo unspecified)	12	6	4	-0.8	4	0	11	8	15	6
O=C(Cn1cc([N+](=O)[O-])cn1)NCc1ccco1	18	-3	1	-0.2	-6	-2	-5	-1	5	15
O=C(COC(=O)C1CCC1)Nc1ccc(OC(F)F)cc1	.	3	1	-0.1	2	-1	20	-2	-12	-4
COCCSc1ccccc1C(=O)Nc1cccnc1	3	6	-3	0.2	-2	8	-34	-8	-21	11
COc1cc(/C=N/NS(=O)(=O)c2ccc3ccccc3c2)ccc1OCc1ccc(C(=O)O)cc1	43	55*	51*	-4.1	5	7	65*	-74*	-78	84*
Cc1occc1C(=O)NNS(=O)(=O)c1ccc(Cl)cc1	20	-2	1	.	-2	0	13	.	.	7
COc1ccc(-c2c(C)nn(-c3ccccc3)c2N)cc1OC	-3	11	4	-0.3	-1	-1	-36	12	9	14
CC(=O)c1c(O)cc(C)n(-c2ccc(F)cc2)c1=O	6	2	-1	0.0	-6	2	-16	0	3	-1
CCOc1cc(CNC(C)(C)C)ccc1OCC(=O)Nc1cccc(C(F)(F)F)c1	13	-4	3	-0.3	5	-2	13	-5	3	-26
CC(O)Cn1ccccc1=N (stereo unspecified)	7	-4	2	0.0	1	-1	-14	-5	-12	23
CCCN1CCN(CCCNC(=O)c2cc3c(=O)n(C)c4ccccc4c3n2C)CC1	14	-13	1	0.4	11	-2	-52	9	11	-27
COCCn1nnnc1C(c1ccccc1)N1CCN(C(=O)c2ccco2)CC1 (stereo unspecified)	12	3	0	-0.6	-4	2	-9	0	10	-5
Cc1ccc(NC(=O)C2CC(O)CN2C(=O)Oc2ccccc2)c(C)c1 (stereo unspecified)	25	-2	-3	-0.1	-2	3	3	-12	-21	6

One compound at a time, as listed above. Order of screens: AI-2 QS modul | SKKanGAS inh | HSP90 refold inh | HIF activator | IEC-6 tox | Platelet DG rel | KLF5 inh | HSF1 inh | HSF1 activator | aSyn 5UTR inh
CC(O)Cn1ccccc1=N (stereo unspecified) reads 7 | -4 | 2 | 0.0 | 1 | -1 | -14 | -5 | -12 | 23
COCCn1nnnc1C(c1ccccc1)N1CCN(C(=O)c2ccco2)CC1 (stereo unspecified) reads 12 | 3 | 0 | -0.6 | -4 | 2 | -9 | 0 | 10 | -5

From PubChem BioAssay
